High-throughput results deposited in PubChem BioAssay by Sanford-Burnham Center for Chemical Genomics.
hIAP act = human IAP activators, primary screen, biochemical, luminescence, uHTS | Intestinal-type alkaline phosphatase (Homo sapiens), P09923 | purified human IAP, CDP-Star luminescence, 30 min; stronger effect = higher value; 1 = vehicle-only enzyme, 0 = enzyme-free background | activation factor at 10 µM | 0.16% of 330,000 active;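 active = activation factor of the enzyme at least 2-fold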; also: the source names both 10 and 20 µM as test concentration; values of inactives mirror those of a sister screen read the other way
HKDC1 inhibitor = HKDC1 hexokinase inhibitors, primary screen, biochemical, fluorescence, uHTS; Q2TB90; recombinant HKDC1, G6PDH/diaphorase resazurin coupled fluorescence; inhibition, % at 20 µM; 0.16% of 340,000 active; AID 493160, 2011;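 active = inhibition above about 35% when tested at 20 µM, limit read from the data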;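 also: plate controls were DMSO wells with enzyme for no effect and DMSO wells lacking enzyme for full effect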
Target sequence (Q2TB90 whole entry, looked up): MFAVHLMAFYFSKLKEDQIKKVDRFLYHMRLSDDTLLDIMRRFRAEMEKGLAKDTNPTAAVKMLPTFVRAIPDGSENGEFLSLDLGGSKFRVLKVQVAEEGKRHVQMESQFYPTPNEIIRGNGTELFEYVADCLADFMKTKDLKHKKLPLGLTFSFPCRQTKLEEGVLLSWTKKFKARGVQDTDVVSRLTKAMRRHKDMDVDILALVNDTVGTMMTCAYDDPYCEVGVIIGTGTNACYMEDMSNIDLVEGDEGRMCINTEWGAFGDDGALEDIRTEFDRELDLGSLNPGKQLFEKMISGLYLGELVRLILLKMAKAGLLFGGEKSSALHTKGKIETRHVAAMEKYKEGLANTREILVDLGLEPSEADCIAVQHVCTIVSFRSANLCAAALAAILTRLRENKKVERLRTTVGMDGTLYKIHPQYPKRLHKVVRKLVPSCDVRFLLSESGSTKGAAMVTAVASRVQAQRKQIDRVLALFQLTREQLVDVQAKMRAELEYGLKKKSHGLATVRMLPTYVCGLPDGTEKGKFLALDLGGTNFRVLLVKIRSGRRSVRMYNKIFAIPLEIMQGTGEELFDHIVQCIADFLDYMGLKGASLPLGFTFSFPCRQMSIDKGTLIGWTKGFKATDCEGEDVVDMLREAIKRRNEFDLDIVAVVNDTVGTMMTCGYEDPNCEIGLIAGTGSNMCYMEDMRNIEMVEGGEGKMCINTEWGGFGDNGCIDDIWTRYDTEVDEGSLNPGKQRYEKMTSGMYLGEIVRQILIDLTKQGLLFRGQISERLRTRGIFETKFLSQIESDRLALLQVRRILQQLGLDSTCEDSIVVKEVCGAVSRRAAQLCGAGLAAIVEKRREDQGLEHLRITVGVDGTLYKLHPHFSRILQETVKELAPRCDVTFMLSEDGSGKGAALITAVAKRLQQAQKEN
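Test system: recombinant HKDC1 (HK5) hexokinase enzyme, produced in-house; Amount: enzyme 5 µg/mL final; Buffer or medium: Tris pH 8.0 buffer with MgCl2, Tween-20, BSA, BME; Reagent: glucose and ATP substrates; Doses: 20 µM test compound, 1% DMSO; Incubation: 90 min reaction incubation at room temperature, dark; Detection: resorufin fluorescence at 613 nm.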
APOBEC3A inh = APOBEC3A ssDNA deaminase inhibitors, primary screen, selectivity assay for APOBEC3G inhibitor project, biochemical, FAM/TAMRA oligo cleavage fluorescence | recombinant A3A, FAM/TAMRA ssDNA deamination fluorescence | 0.41% of 330,000 active | inhibition, % at 20 µM | DNA dC->dU-editing enzyme APOBEC-3A (Homo sapiens), P31941 | AID 493011, 2011;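 active = at least 40% inhibition at 20 µM here, with at most 30% in a related deaminase screen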;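 also: plate controls were A3A with DMSO for no effect and wells lacking A3A enzyme for full effect; some results filed as inactive read as strong as hits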
Target sequence (P31941 whole entry, looked up): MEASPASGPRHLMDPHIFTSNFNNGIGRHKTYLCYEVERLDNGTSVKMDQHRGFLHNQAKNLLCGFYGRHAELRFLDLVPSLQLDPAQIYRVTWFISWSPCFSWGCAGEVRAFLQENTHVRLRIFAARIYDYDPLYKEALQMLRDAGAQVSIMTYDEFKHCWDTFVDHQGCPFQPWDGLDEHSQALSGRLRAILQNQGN
ATG4B inh = ATG4B protease inhibitors, primary screen, biochemical, fluorescence, uHTS; Cysteine protease ATG4B (Homo sapiens), Q9Y4P1; ATG4B cleavage of LC3-PLA2, NBD-HPC fluorescence, 1 h; inhibition, % at 8.33 µM; 0.51% of 340,000 active; in the data active = inhibition above about 40%
mIAP block = inhibitors of mouse IAP, primary screen, biochemical, luminescence, uHTS. intestinal alkaline phosphatase [Mus musculus]. purified mouse IAP, CDP-Star luminescence, 30 min. inhibition, % at 10 µM. 0.2% of 330,000 active;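 active = inhibition of at least 40% at 10 µM in the primary screen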;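 also: plate controls were DMSO with enzyme for no effect and no enzyme wells for full effect; values of inactives mirror those of a sister screen read the other way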
PfGluPho inh = PfG6PD enzyme inhibitors, primary screen, biochemical, fluorescence intensity, uHTS. glucose-6-phosphate dehydrogenase-6-phosphogluconolactonase (Plasmodium falciparum 3D7). PfGluPho enzyme, NADPH resazurin-diaphorase fluorescence. inhibition, % at 20 µM. 0.78% of 350,000 active. AID 504690, 2011;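 active = inhibition reaching at least a set limit at 20 µM in the primary screen, cut at about 59% in these data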;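 also: 0% = DMSO wells with substrate and 100% = DMSO wells lacking glucose-6-phosphate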
hIAP inh = human IAP inhibitors, primary screen, biochemical, luminescence, uHTS. Intestinal-type alkaline phosphatase (Homo sapiens), P09923. purified IAP, CDP-Star luminescence, 30 min. inhibition, % at 10 µM. 0.12% of 330,000 active. AID 2544, 2010;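 active = inhibition reaching a set limit with compound at 10 µM in the primary screen, cut at about 35% in these data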;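 also: plate controls were DMSO wells with enzyme for no effect and no-enzyme buffer wells for full effect; values of inactives mirror those of a sister screen read the other way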
mIAP act = activators of mouse IAP, primary screen, biochemical, luminescence, uHTS | intestinal alkaline phosphatase [Mus musculus] | muIAP, CDP-Star luminescence, 30 min; stronger effect = higher value; 1 = vehicle-only enzyme signal, 0 = enzyme-free wells | 0.24% of 330,000 active | activation factor at 10 µM;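 active = activation factor of at least 2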; also: the source names both 10 and 20 µM as test concentration; values of inactives mirror those of a sister screen read the other way
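System: Mouse IAP enzyme | Also added: CDP-Star substrate | Dosing: Compounds dispensed in DMSO | Schedule: 30 min enzyme-substrate-compound incubation at room temperature | Technique: Chemiluminescence readout | Control set: DMSO-only wells and no-enzyme negative control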
An asterisk follows results filed as active.

Fields: hIAP act | HKDC1 inhibitor | APOBEC3A inh | ATG4B inh | mIAP block | PfGluPho inh | hIAP inh | mIAP act
1) Cc1cccc(Nc2nnc(SCC(=O)NCc3cccs3)s2)c1C
 : 1.38 | 7.0 | 2.5 | 0.9 | -20.4 | -18.1 | -37.7 | 1.2
2) Cc1ccc(CNC(=O)c2ccc(CNS(=O)(=O)c3ccc4c(c3)C(C)(C)C(=O)N4C)cc2)o1
 : 0.797 | -3.8 | -5.6 | -7.8 | 6.3 | 1.1 | 20.3 | 0.937
3) COc1cc(NC(=S)Nc2cccnc2)cc(OC)c1OC
 : 0.89 | -14.3 | -1.0 | -3.3 | 3.0 | 47.8 | 11.0 | 0.97
4) O=C(CSc1nnc(CCCO)n1-c1ccccc1)NCCc1ccccc1
 : 0.891 | -10.9 | -1.6 | -11.4 | 1.2 | -6.3 | 10.9 | 0.988
5) CC(C)Nc1nc(N(c2ccccc2)c2ccccc2)nc(-n2ccnc2)n1
 : 1.03 | -2.8 | -2.8 | -1.0 | -2.8 | 1.1 | -2.8 | 1.03
6) COc1ccc(C(=O)CSc2nnc(CN3CCCC3)n2-c2ccc(F)cc2)c(OC)c1
 : 1.02 | -4.6 | 9.9 | -15.4 | -2.1 | 24.5 | -1.6 | 1.02
7) COc1ccc(OCCn2cnc(Cl)c2Cl)cc1
 : 0.902 | -1.8 | -7.5 | -0.7 | -11.6 | -0.9 | 9.8 | 1.12
8) Cc1c(NC(=S)N/N=C/c2ccc(N(C)C)cc2)c(=O)n(-c2ccccc2)n1C
 : 1.05 | -10.6 | -1.2 | 1.4 | 0.9 | 6.0 | -5.0 | 0.991
9) N#CC1=C(N)N2C(=C(C#N)C13CCN(Cc1ccccc1)CC3)Nc1ccccc12
 : 0.9 | -1.3 | -2.0 | -14.7 | 0.2 | 7.2 | 10.0 | 0.998
10) COC(=O)CCCC(=O)Nc1ccc(Cl)c(Cl)c1
 : 1.13 | 2.3 | -3.1 | 2.2 | 3.9 | -1.8 | -13.0 | 0.961
11) Cn1c(C(=O)Nc2ccccc2)cc2sccc21
 : 1.02 | -3.5 | 1.7 | -10.9 | 4.3 | 38.6 | -1.7 | 0.957
12) Cc1ccc(N(C)S(=O)(=O)c2cccc(C(=O)NCC(c3ccco3)N3CCCC3)c2)cc1 (stereo not given)
 : 0.953 | -1.3 | -1.2 | -3.3 | 6.1 | 2.6 | 4.7 | 0.939
13) Cc1cc(C)nc(/N=C(\NC(=O)C(C)(C)C)Nc2ccccc2)n1
 : 1.05 | -1.2 | -0.6 | -8.2 | -9.2 | 4.4 | -5.5 | 1.09
14) Cc1cccc(NS(=O)(=O)c2cc(Cl)ccc2Cl)n1
 : 1.17 | 6.5 | -6.3 | -6.8 | -1.1 | 2.0 | -16.7 | 1.01
15) CCNc1nnc(SCC(=O)c2c(N)n(C3CC3)c(=O)[nH]c2=O)s1
 : 1.11 | 0.0 | 0.9 | -1.3 | -9.7 | -1.6 | -10.7 | 1.1

By substructure, those above with a thiophene ring, fused or not (2)
Fields: hIAP act | HKDC1 inhibitor | APOBEC3A inh | ATG4B inh | mIAP block | PfGluPho inh | hIAP inh | mIAP act
1) Cc1cccc(Nc2nnc(SCC(=O)NCc3cccs3)s2)c1C
 : 1.38 | 7.0 | 2.5 | 0.9 | -20.4 | -18.1 | -37.7 | 1.2
11) Cn1c(C(=O)Nc2ccccc2)cc2sccc21
 : 1.02 | -3.5 | 1.7 | -10.9 | 4.3 | 38.6 | -1.7 | 0.957

Going on with the list.
Fields: hIAP act | HKDC1 inhibitor | APOBEC3A inh | ATG4B inh | mIAP block | PfGluPho inh | hIAP inh | mIAP act
16) COc1ccc(N2CC(O)=C(c3nc4ccccc4s3)C2=N)c(OC)c1
 : 1.33 | 2.7 | -1.0 | -5.2 | 6.7 | 64.0* | -32.9 | 0.933
17) CC1(c2nnc(Cc3ccccc3)o2)CC(c2ccc(C#N)cc2)=NO1 (stereo not given)
 : 1.02 | -4.1 | -5.8 | 7.1 | 1.3 | -9.0 | -2.3 | 0.987
18) O=C(CC(C(=O)O)C1CCCO1)Nc1cccc(C(F)(F)F)c1 (stereo not given)
 : 0.781 | -6.1 | -5.7 | -7.6 | 11.5 | -9.7 | 21.9 | 0.885
19) O=C(Nc1ccc(S(=O)(=O)Nc2ncccn2)cc1)c1ccc(N2CCCC2=O)cc1
 : 1 | 2.1 | 7.7 | -10.6 | -0.8 | 13.3 | -0.1 | 1.01
20) Nc1cc(-c2ccc(Cl)cc2)nn1S(=O)(=O)c1cccc2nsnc12
 : 1.05 | -0.9 | -0.9 | -12.8 | 6.7 | 22.5 | -5.5 | 0.933
21) COCCn1c(N)c(N(Cc2ccccc2)C(=O)C2=COCCO2)c(=O)[nH]c1=O
 : 0.938 | -7.2 | 48.8* | -3.2 | -7.9 | 10.7 | 6.2 | 1.08
22) Cc1ccc(-c2[nH]n3c(=O)c4c(nc3c2C)CCCC4)cc1
 : 1 | 3.3 | 2.4 | -7.1 | -4.2 | 17.8 | -0.2 | 1.04
23) O=C(CCN1C(=O)c2ccncc2C1=O)Nc1ccc2c(c1)OCCO2
 : 1.23 | 1.8 | -10.8 | -9.0 | -13.7 | 9.2 | -23.1 | 1.14
24) CCCC1CC(c2csc(N)n2)CCO1 (stereo not given)
 : 1.11 | -9.8 | 2.2 | -9.5 | -0.1 | 0.9 | -11.0 | 1
25) Cc1cc(C)c(NC(=O)CSc2ccc(-c3cccnc3)nn2)c(C)c1
 : 1.09 | -5.0 | 2.1 | -1.3 | -2.9 | -2.6 | -8.6 | 1.03
26) Cc1ccc(-c2nnn(C(C)C(=O)N3c4ccccc4CCc4ccccc43)n2)cc1 (stereo not given)
 : 1.19 | -0.8 | -0.5 | -4.9 | 2.8 | -4.1 | -18.7 | 0.972
27) CN1CCN(CC(=O)NC23CC4CC(CC(C4)C2)C3)CC1
 : 1.03 | -5.7 | -6.3 | -7.3 | -20.2 | 10.9 | -3.2 | 1.2
28) O=C(Nc1cnc2sccn2c1=O)c1ccccc1Cl
 : 1.09 | -4.9 | 1.0 | -9.4 | -9.3 | -9.7 | -8.8 | 1.09
29) CCOc1ccc(S(=O)(=O)N2CCCCC2)cc1NC(=O)CC1OC(=O)c2ccccc21 (stereo not given)
 : 1.07 | -7.0 | -0.9 | 9.8 | 0.3 | 1.7 | -6.9 | 0.997
30) COc1ccc(CN(C(=O)CCC(=O)N2CCCCC2)c2nccs2)cc1OC
 : 0.996 | -12.3 | -2.9 | -7.0 | -1.1 | -4.5 | 0.4 | 1.01
31) CC(C)CN(C)Cc1c(C(=O)N2CCc3ccccc3C2)nc2ccc(Cl)cn12
 : 0.954 | 0.3 | 4.1 | 15.3 | 6.8 | -3.6 | 4.6 | 0.932
32) CCNC(=O)C(=O)NCC(c1ccc2c(c1)OCO2)N1CCOCC1 (stereo not given)
 : 0.765 | -7.6 | -1.5 | 4.2 | -1.8 | -11.0 | 23.5 | 1.02
33) Cc1c(N=NC2=C(O)CC(C)(C)CC2=O)cc2c(c1[N+](=O)[O-])C(C)(C)CC2(C)C
 : 0.785 | 3.8 | 2.9 | -4.9 | 8.6 | 13.6 | 21.5 | 0.914
34) CCOc1ccccc1NC(=O)CSc1cn[nH]n1
 : 0.898 | 0.2 | -2.3 | -9.2 | 10.8 | -8.3 | 10.2 | 0.892
35) COc1ccc(-c2nn(CCC#N)cc2/C=N/O)cc1
 : 0.895 | -5.5 | -0.1 | -9.9 | -8.1 | 5.2 | 10.5 | 1.08
36) CNc1nc(-c2c[nH]c3ccccc23)cs1
 : 0.949 | -10.1 | 0.8 | -5.0 | 13.5 | 8.6 | 5.0 | 0.865
37) COc1ccc(NC(=O)c2coc(C)c2)cc1
 : 1.1 | -6.2 | -3.6 | -3.0 | -2.7 | 3.8 | -10.1 | 1.03
38) Cc1ccc(NC(=O)CCC(=O)c2cccs2)cc1F
 : 0.928 | -4.4 | 6.1 | 2.3 | 6.9 | 10.4 | 7.2 | 0.931
39) CCOC(=O)c1cnn(-c2nc(C)cc(C)n2)c1N
 : 0.881 | 7.2 | 0.3 | 5.5 | -4.9 | -19.8 | 11.9 | 1.05
40) Cc1nn(-c2ccccc2)cc1C(c1c(N)[nH]c(=S)[nH]c1=O)c1c(N)[nH]c(=S)[nH]c1=O
 : 1.04 | -6.8 | -1.8 | 45.7* | 0.0 | 11.8 | -4.5 | 1
41) Cn1c(N2CCCCC2)nc2c1c(=O)[nH]c(=O)n2C
 : 0.97 | 2.4 | -2.5 | 0.7 | -1.1 | -9.6 | 3.0 | 1.01
42) CN(C)CCCC(=O)c1ccc2c(c1)OCO2
 : 1.09 | -7.4 | -0.7 | 0.1 | 2.1 | -10.0 | -8.7 | 0.979
43) CCOC(=O)/C(C#N)=C/C=C1\C=Cc2ccccc2N1CC
 : 0.686 | -5.8 | 6.6 | 0.1 | 44.4* | 27.4 | 31.4 | 0.556
44) Cc1c(Br)c([N+](=O)[O-])nn1CC(=O)NCCc1c[nH]c2ccccc12
 : 1 | -30.8 | -2.6 | 15.5 | 6.0 | 13.8 | -0.4 | 0.94
45) Cc1cccc(N2CCN(S(=O)(=O)c3ccc(-c4cc(C)no4)s3)CC2C)c1 (stereo not given)
 : 0.92 | 3.1 | 1.1 | -4.8 | 7.1 | 8.4 | 8.0 | 0.929
46) O=C1CCC(C(=O)N2CCCCO2)CN1Cc1cccc(C(F)(F)F)c1 (stereo not given)
 : 1.23 | 5.7 | 2.3 | 1.2 | 3.5 | 1.8 | -22.6 | 0.965
47) CN(C)C(CNC(=O)c1ccc(S(=O)(=O)Nc2cccc(C(F)(F)F)c2)cc1)c1ccco1 (stereo not given)
 : 1.1 | 3.0 | -1.0 | -3.4 | 6.3 | -21.3 | -10.3 | 0.937
48) CC(C)On1c(SCC(=O)N(C)C)nc2ccccc2c1=O
 : 1.1 | -5.8 | -0.5 | -13.8 | -14.2 | 10.8 | -10.4 | 1.14
49) CCOc1ccc(-c2nn(-c3ccccc3)cc2/C=C(\C#N)S(=O)(=O)c2ccccc2)cc1C
 : 0.86 | 2.6 | -1.4 | -5.1 | 0.4 | -4.6 | 14.0 | 0.996
50) COc1ccc(OC)c(Nc2nc3ccccc3n3cnnc23)c1
 : 1.22 | 5.7 | 4.8 | -4.5 | 4.3 | 9.0 | -22.0 | 0.957
51) CCN(CC)CC(=O)Nc1ccc(C)cc1C(=O)c1ccccc1
 : 0.747 | -3.2 | 0.4 | 11.7 | 10.8 | 0.6 | 25.3 | 0.892
52) Cc1ccccc1OCC(=O)Nc1ccccc1N1CCCCC1
 : 0.956 | 1.1 | -1.0 | 25.7 | -13.1 | 7.5 | 4.4 | 1.13
53) NNC(=S)Nc1ccc(S(=O)(=O)N2CCCCC2)cc1
 : 0.957 | 26.0 | -2.8 | -5.8 | 2.2 | 3.1 | 4.3 | 0.978
54) COC(=O)c1[nH]c2ccccc2c1NC(=O)CN1CCCc2ccccc21
 : 0.972 | -5.7 | -3.4 | -13.0 | 1.1 | 21.9 | 2.8 | 0.989
55) O=C1CCN(C(=O)Nc2cccc(Cl)c2)N1
 : 1.22 | -3.8 | -2.2 | 6.6 | -14.3 | -4.2 | -22.3 | 1.14
